Fam108B inh: mouse Fam108B serine hydrolase inhibitors, primary screen, counter-screen for RBBP9 inhibitor project, biochemical, fluorescence polarization; recombinant Fam108B, FP-Rh probe fluorescence polarization; inhibition, % at 9.51 µM; hit rate 0.33% among 300,000; AID 1947, 2009;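 active = inhibition above the screen mean inhibition plus 3 SD, computed separately per campaign, cut at about 18% in these data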;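 note: inhibitors lower polarization as less probe binds the enzyme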
GSTO1 inh: inhibitors of recombinant GSTO1, primary screen, counter-screen for RBBP9 inhibitor project, biochemical, fluorescence polarization | activity-based probe fluorescence polarization | Glutathione S-transferase omega-1 (Homo sapiens), P78417 | hit rate 1.1% among 300,000 | inhibition, % at 5.96 µM;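 active = inhibition above the campaign mean inhibition plus 3 SD, cut at about 35% in these data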;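 note: 0% = GSTO1-1 with DMSO and 100% = wells lacking GSTO1-1 enzyme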
PME-1 primary: PME-1 inhibitors via competitive probe labeling, primary screen, biochemical, fluorescence polarization, FP-Rh probe, HTS; hit rate 0.53% among 320,000; inhibition, % at 5.9 µM; AID 2130, 2009; recombinant PME-1;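 active = inhibition above the campaign mean of all compounds plus 3 SD, cut at about 26% in these data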;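 note: competitive labeling of PME-1 active site by serine hydrolase directed probe; 0% = PME-1 with DMSO and 100% = wells lacking PME-1 enzyme; inhibitors block probe labeling so polarization falls and inhibition rises; many of its hits are not listed in these tables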
TPT1 inh: Candida albicans TPT1 enzyme inhibitors, primary screen, biochemical, fluorescence polarization | tRNA 2'-phosphotransferase TPT1 (Candida albicans SC5314) | recombinant caTPT1, FP RNA substrate dephosphorylation | inhibition, % at 5 µM | hit rate 0.81% among 300,000 | AID 1962, 2009;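 active = inhibition above the mean of all tested compounds plus 3 SD, set per screening campaign, cut at about 24% in these data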;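 note: plate controls were DMSO alone for no effect and ferristatin control at 100 nM for full effect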
MCL1 BIM primary: inhibitors of MCL1 binding to BIM-BH3, primary screen, biochemical, fluorescence polarization; Induced myeloid leukemia cell differentiation protein Mcl-1 (Homo sapiens), Q07820; GST-MCL1 / FITC-Bim-BH3 fluorescence polarization; inhibition, % at 10.9 µM; hit rate 0.68% among 320,000; AID 2057, 2009;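 active = inhibition above the mean inhibition of all tested compounds plus 3 SD, set per campaign, cut at about 40% in these data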;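 note: 0% = DMSO wells and 100% = unlabeled Bim-BH3 peptide control; higher means more loss of mP so more displacement of Bim peptide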
MEX-5 binding: MEX-5 zinc finger RNA-binding disruptors – biochemical, C. elegans, fluorescence polarization, MLPCN library, primary screen; AID 1832, 2009; MEX-5/FITC-TCR2 RNA binding; active compounds read low; Zinc finger protein mex-5 (Caenorhabditis elegans), Q9XUB2; activity score (negative = inhibition of binding), % at 10 µM; hit rate 0.38% among 300,000;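 active = inhibition past about -25% in most replicates, and total fluorescence under double the plate's negative control median, limit read from the data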;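 note: 0% = DMSO and -100% = 5 µM competing unlabeled TCR2 RNA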
PAD4 inh: human PAD4 inhibitors, primary screen, biochemical, fluorescence polarization, 1536-well format; hit rate 0.41% among 330,000; inhibition, % at 6.36 µM; recombinant PAD4, RCA probe fluorescence polarization;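 active = percent inhibition above a cutoff equal to the mean of all tested compounds plus 3 SD, cut at about 15% in these data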;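 note: 0% = PAD4 with RCA probe and DMSO and 100% = probe without PAD4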
Target sequence (Q9UM07 whole entry, looked up): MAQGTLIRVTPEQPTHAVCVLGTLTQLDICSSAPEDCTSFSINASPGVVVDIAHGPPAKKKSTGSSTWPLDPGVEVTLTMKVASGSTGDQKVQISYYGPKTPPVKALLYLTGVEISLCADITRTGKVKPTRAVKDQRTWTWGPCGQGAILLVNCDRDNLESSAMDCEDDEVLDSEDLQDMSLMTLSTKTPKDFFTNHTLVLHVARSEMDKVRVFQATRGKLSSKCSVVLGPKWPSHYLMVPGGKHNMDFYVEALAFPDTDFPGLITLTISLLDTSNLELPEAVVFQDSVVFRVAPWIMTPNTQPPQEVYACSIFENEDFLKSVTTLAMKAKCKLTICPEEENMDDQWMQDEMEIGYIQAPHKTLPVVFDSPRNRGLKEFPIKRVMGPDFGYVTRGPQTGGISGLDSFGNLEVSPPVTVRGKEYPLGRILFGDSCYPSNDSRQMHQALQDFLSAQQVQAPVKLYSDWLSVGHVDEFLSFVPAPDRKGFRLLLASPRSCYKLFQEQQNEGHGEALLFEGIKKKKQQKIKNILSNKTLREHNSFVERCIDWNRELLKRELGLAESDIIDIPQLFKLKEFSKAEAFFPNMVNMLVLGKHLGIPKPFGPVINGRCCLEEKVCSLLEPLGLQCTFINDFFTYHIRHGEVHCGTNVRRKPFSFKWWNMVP
Bcl-xL primary: inhibitors of human Bcl-xL, primary screen, biochemical, fluorescence polarization, HTS | inhibition, % at 10.9 µM | Bcl-2-like protein 1 (Homo sapiens), Q07817 | GST-Bcl-xL / FITC-Bim BH3 peptide fluorescence polarization | hit rate 0.7% among 320,000;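 active = inhibition above the mean of all tested compounds plus 3 SD, cutoff set per campaign, cut at about 30% in these data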;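 note: 0% = DMSO wells and 100% = unlabeled Bim-BH3 peptide competitor; inhibitors lower millipolarization by displacing the labeled peptide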
GLD-1 RNA inh: GLD-1/TGE RNA complex disruptors, primary screen, biochemical, fluorescence polarization; inhibition, % at 5.96 µM; hit rate 0.44% among 320,000; Female germline-specific tumor suppressor gld-1 (Caenorhabditis elegans), Q17339; purified GLD-1 + fluorescein TGE RNA;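 active = percent inhibition above a per-plate cutoff, the plate mean of test compounds plus 3 SD, cut at about 30% in these data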;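 note: 0% = DMSO wells with GLD-1 and probe and 100% = wells lacking GLD-1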
Target sequence (Q17339 whole entry, looked up): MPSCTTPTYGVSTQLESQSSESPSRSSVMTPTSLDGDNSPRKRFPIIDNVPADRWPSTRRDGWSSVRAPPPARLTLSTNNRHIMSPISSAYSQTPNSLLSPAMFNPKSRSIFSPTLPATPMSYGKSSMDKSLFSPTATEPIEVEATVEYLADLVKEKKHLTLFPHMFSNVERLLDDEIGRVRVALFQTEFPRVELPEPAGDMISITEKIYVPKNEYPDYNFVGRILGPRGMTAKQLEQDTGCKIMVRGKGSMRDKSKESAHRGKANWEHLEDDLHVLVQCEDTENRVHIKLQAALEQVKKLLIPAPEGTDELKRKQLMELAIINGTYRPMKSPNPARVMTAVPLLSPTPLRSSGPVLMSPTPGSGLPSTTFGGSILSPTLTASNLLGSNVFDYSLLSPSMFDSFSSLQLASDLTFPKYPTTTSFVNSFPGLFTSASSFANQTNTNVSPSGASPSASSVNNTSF
Active calls of the source: *; / = not tested or not shown. An excerpt; the hit share may differ from the screen's.

A first look (two entries):
SMILES | Fam108B inh | GSTO1 inh | PME-1 primary | TPT1 inh | MCL1 BIM primary | MEX-5 binding | PAD4 inh | Bcl-xL primary | GLD-1 RNA inh
Cc1ccc(NC(=O)COC(=O)CN2C(=O)c3ccccc3C2=O)cc1S(=O)(=O)N(C)C | -1 | 18 | -2 | 0 | -2 | 3.0 | 0 | -3 | -3
COc1cc(NC(=O)C2CCC(=O)N2S(=O)(=O)c2ccc(C)cc2)cc(OC)c1 (stereo not drawn) | 0 | 4 | -1 | -6 | 3 | -3.4 | 2 | 6 | 1

The list itself, from the first entry:
SMILES | Fam108B inh | GSTO1 inh | PME-1 primary | TPT1 inh | MCL1 BIM primary | MEX-5 binding | PAD4 inh | Bcl-xL primary | GLD-1 RNA inh
Cc1ccc(NC(=O)COC(=O)CN2C(=O)c3ccccc3C2=O)cc1S(=O)(=O)N(C)C | -1 | 18 | -2 | 0 | -2 | 3.0 | 0 | -3 | -3
COc1cc(NC(=O)C2CCC(=O)N2S(=O)(=O)c2ccc(C)cc2)cc(OC)c1 (stereo not drawn) | 0 | 4 | -1 | -6 | 3 | -3.4 | 2 | 6 | 1
Cc1ccc(-c2cc(-c3ccccc3)nc(N(C)N)n2)cc1 | 2 | 2 | -2 | 0 | 7 | 0.4 | 1 | 4 | 4
Cc1nc2c(C)cccc2c2c1CCS2 | -3 | 11 | 0 | -3 | 1 | -1.4 | 0 | 4 | 8
COc1cc(C=O)c(Br)cc1OCc1ccc(C)cc1 | 7 | 7 | 7 | -3 | -7 | 0.1 | -1 | -3 | -1
Cc1cnc(C(=O)Oc2c(C)ccc(C)c2C)cn1 | -1 | 9 | 9 | -3 | -1 | -0.8 | 2 | 4 | 5
Cc1ccc(SCC(=O)NC(=O)NCCC(C)C)c(C)c1 | -2 | 1 | 5 | -2 | 5 | 2.1 | 4 | 3 | 8
N#Cc1c2c(c(-n3cnc4ccccc43)n3c1nc1ccccc13)CCC2 | -10 | 5 | 0 | -1 | 6 | -10 | 1 | -1 | -1
CCC(=O)Nc1ccc(S(=O)(=O)N2CCOCC2)cc1 | 2 | -4 | -6 | 0 | -6 | 0.8 | -1 | -3 | -3
COc1cc(CN(CC2CCCO2)C(=O)c2cccs2)cc(OC)c1OC (stereo not drawn) | 0 | 1 | 0 | -3 | 5 | -0.8 | -6 | 6 | 4
CN(c1ccc(OCC(=O)NCc2cccnc2)cc1)S(=O)(=O)c1ccc(Cl)cc1 | -1 | -4 | -8 | 2 | -2 | 3.4 | -8 | 3 | 6
CCOC(=O)c1c(S(=O)(=O)N2CCN(C)CC2)c(C)n(C)c1C | 1 | 3 | 1 | -3 | 4 | -2.0 | 4 | 8 | 5
Nc1cccc(Cl)c1N1CCOCC1 | 7 | 11 | -1 | 0 | 3 | -2.2 | -3 | 8 | 5
O=C(CSc1cccc[n+]1[O-])N1CCCCCC1 | 3 | 1 | -4 | 2 | -16 | -0.8 | -2 | -16 | 2
COc1cc(/C=N/NC(=O)c2c(-c3ccccc3)noc2C)ccc1O | 0 | 10 | 0 | -8 | -6 | -1.1 | 0 | 1 | 2
O=C(O)C1CCCCC1C(=O)NC1C2CC3CC(C2)CC1C3 (stereo not drawn) | -2 | 1 | 1 | 6 | -13 | 0.7 | 2 | -5 | 7
Cc1cccc(CS(=O)(=O)Cc2ccc(C(=O)NCCCN3CCCC3)o2)c1 | -3 | -2 | 1 | 3 | 7 | -0.5 | -2 | 2 | 1
CC(C)(C)OC(=O)N1CCC(c2c(C(=O)NCC3CCN(C4CCCC4)C3)cnn2-c2ccc(F)cc2)CC1 (stereo not drawn) | 0 | -2 | -1 | 1 | 7 | -2.4 | 4 | 0 | 1
Cc1cc(-n2c(C)cc(C(=O)CN3C(=O)NC4(CCCC4)C3=O)c2C)no1 | -1 | -7 | -9 | 6 | -4 | 1.7 | -6 | 0 | -2
C[C@@H]1C(=O)O[C@@H]2[C@H](O)C34[C@H]5C[C@@H](C(C)(C)C)C36[C@H](OC(=O)[C@@H]6O)OC4(C(=O)O5)[C@@]12O (stereo partly drawn) | 2 | -1 | 3 | -3 | 4 | 0.8 | -5 | 1 | -3
CCN(CC(=O)NCc1cccs1)CC(=O)Nc1ccccc1C | / | / | 0 | / | -5 | / | -1 | -1 | -4
Cc1c(NC(=O)COC(=O)c2cc3c4ccccc4n(C)c3s2)c(=O)n(-c2ccccc2)n1C | 1 | 4 | -2 | -2 | 6 | -0.8 | 1 | 9 | 2
CC(C)Cc1nnc(NC(=O)C2=COCCO2)s1 | / | / | 0 | / | -1 | / | 2 | 1 | 2
CC(C)c1ccccc1NC(=O)COC(=O)c1c2c(nc3ccccc13)CCN(Cc1ccccc1)C2 | -1 | 1 | 13 | -4 | 20 | 11 | -2 | 24 | 22
CC(C)(C)c1ccc(/C=C/C(=O)NC2CCS(=O)(=O)C2)cc1 (stereo not drawn) | 7 | -4 | 7 | -2 | 4 | -3.6 | 4 | 5 | -4
O=C(Nc1ccccc1-c1nc2ccccc2s1)C1=COCCO1 | -4 | 1 | -9 | -2 | -3 | 3.0 | -2 | 2 | 2
O=C(/C(=C(\[O-])c1ccccc1)[n+]1ccc2ccccc2c1)c1ccc(Cl)cc1 | -5 | -7 | -9 | 0 | 3 | -9.7 | -16 | 9 | 4
CCC(=O)N1CCc2cc(Br)cc(S(=O)(=O)NCC3CCCN3CC)c21 (stereo not drawn) | 2 | 2 | 4 | -2 | -2 | -4.8 | -4 | -3 | -7
CCCCc1nc2ccccc2c(=O)n1NC(=O)c1c(O)c2cccc3c2n(c1=O)CC3 | 0 | 12 | 5 | -10 | 10 | 0.3 | 2 | 5 | 0
N#Cc1ccccc1NC(=O)c1ccc2c(Cl)c3c(nc2c1)CCCC3 | -9 | -10 | -14 | -3 | -4 | -0.3 | 3 | -4 | 5
O=C(NCCCn1ccnc1)c1cc(S(=O)(=O)N2CCOCC2)c(Cl)cc1Cl | 4 | 8 | -5 | -3 | -2 | 2.3 | -3 | 5 | 4
COc1ccc(CCNc2nc(C)nc3c2nnn3Cc2ccccc2)cc1 | -1 | 8 | 2 | 1 | -2 | 0.6 | 2 | -2 | -1
O=C(N/N=C/c1ccccc1)c1n[nH]c2c1CCCC2 | 2 | 0 | -5 | -4 | 3 | -0.3 | 1 | 3 | 7
COCc1cc(C)n(CC(=O)Nc2ccc3c(c2)OCO3)c(=O)c1C#N | 2 | 6 | -7 | -9 | 7 | 3.3 | -1 | 11 | 7
O=C(NC(=S)NCCc1ccccc1)c1ccccc1 | -1 | 3 | 1 | 0 | 7 | 0.7 | 0 | 3 | 4
O=S(=O)(c1cccc(-c2nc3ccccc3s2)c1)N1CCOCC1 | 10 | 1 | 1 | -3 | 8 | 2.0 | 2 | 4 | 6
CCOc1ccc(N2CC(C(=O)Nc3ncccc3C)CC2=O)cc1 (stereo not drawn) | -5 | -1 | 0 | -6 | 7 | 3.3 | 2 | 2 | 6
Cc1ccc2[nH]c(=O)c(CN(Cc3cccnc3)Cc3nnnn3CC3CCCO3)cc2c1 (stereo not drawn) | 0 | 5 | 4 | -2 | 3 | -2.9 | 3 | 3 | 11
Cc1cccc(S(=O)(=O)CC(=O)Nc2nc(-c3ccccc3)cs2)c1 | -3 | -9 | -14 | -2 | 1 | -0.3 | 0 | 5 | 4
COc1ccc([C@H]2CC(=O)C=C(c3ccc(Cl)c(Cl)c3)C2)cc1 | / | / | 2 | / | -2 | / | -3 | -1 | 8
CC(C)N(C(=O)CSc1nnc(NC(=O)C2CCC2)s1)C(C)C | -2 | 8 | -1 | 0 | 0 | -0.2 | 0 | 1 | 4
O=C(Nc1ncccc1O)c1ccc(S(=O)(=O)Nc2ccccc2)cc1 | 4 | 0 | -5 | 1 | 3 | 0.2 | -4 | 5 | 4
CCc1ccc(NC(=O)Cc2c(C(=O)O)n(C)c3ccccc23)cc1 | 0 | 2 | 3 | -4 | -7 | -0.1 | -4 | 1 | -9
CC1(C)C(=O)CC[C@]2(C)C3C(=O)C=C4[C@H]5C[C@@](C)(C(=O)O)CC[C@]5(C)CC[C@]4(C)[C@]3(C)CC[C@@H]12 (stereo partly drawn) | -5 | -5 | 1 | 2 | -1 | 0.5 | -2 | -4 | -5
N/C(=N\OC(=O)CCCOc1ccccc1)c1cccc(Br)c1 | 5 | 1 | -2 | -5 | 1 | 2.1 | 0 | -1 | 3
CCN(CC)CCCNc1nc2ccccc2c2nc(-c3ccncc3)nn12 | 1 | 4 | 3 | 0 | 6 | -0.7 | 1 | 3 | 5
CCCCCCCCCCNC(=O)CCn1[nH]c(=O)c2ccccc2c1=O | 3 | -3 | -1 | -3 | 3 | 0.9 | 2 | 6 | -4
COc1ccc(NC(=O)CN(C)C(=O)c2cc(-c3ccc(OC)cc3)nc3ccccc23)cc1 | -9 | -19 | -9 | 0 | -8 | -0.7 | -5 | -3 | 0
CC1CN(C(=O)CCC(=O)NCc2ccccc2)c2ccccc2S1 (stereo not drawn) | 1 | 7 | -5 | -5 | -2 | -2.0 | 0 | -2 | 3
COC(=O)C1=C(C)NC2=C(C(=O)CC(C)(C)C2)C1c1cccc(C)n1 (stereo not drawn) | 2 | 6 | 12 | 0 | 1 | 0.4 | 1 | 3 | -1
CC(C(=O)NCc1cccnc1)N1C(=O)c2ccccc2C1=O (stereo not drawn) | 2 | 3 | -3 | -2 | 1 | -2.1 | -3 | 6 | -6
Cc1ccc(CCNc2ccc3ccccc3c2)cn1 | 6 | 2 | 0 | -6 | 21 | -3.4 | -7 | 5 | 9
CCn1cc(CNC(=O)c2cc(Cl)ccc2OC)c(C)n1 | -3 | 2 | 8 | 0 | -5 | 1.3 | -2 | -4 | -9
COc1cccc2c1OCC(CN1CCN(Cc3ccccc3)C(CCO)C1)=C2 (stereo not drawn) | -3 | -1 | -8 | 3 | 1 | 0.0 | -6 | 5 | -5
CSc1ccccc1NC(=O)Nc1ccc(F)c(Cl)c1 | 6 | -11 | -7 | -1 | 1 | 0.0 | -1 | -3 | 10
COC(=O)c1cccc(NC(=O)CCCOc2cccc(C)c2)c1 | 0 | -1 | 2 | 1 | 3 | 0.0 | 2 | 4 | 10
CCc1ccc(N2CC(C(=O)Nc3cccc(S(=O)(=O)N4CCCC4)c3)CC2=O)cc1 (stereo not drawn) | -4 | -1 | 6 | 0 | -8 | 0.8 | -4 | -4 | 3
Cc1ccc(C(=O)Nc2cc([N+](=O)[O-])ccc2C)cc1 | 1 | -3 | 6 | -4 | 6 | 0.2 | 2 | 4 | 1
C=CCn1c(SCC(=O)Nc2cccc(C(=O)OC)c2)nnc1C(C)NC(=O)c1cccs1 (stereo not drawn) | 2 | -2 | -6 | -1 | 6 | 1.1 | 5 | -1 | 5

Screens deposited in PubChem by several laboratories.
